hcDAF12 agonist = activators of H. contortus DAF-12 nuclear receptor | 370,000 compounds, 1.4% hits | AID 652067 | activation, % at 6.8 µM | HEK293 hcDAF-12 lit1-tk-luc reporter, luminescence; 0% DMSO, 100% Δ7-dafachronic acid;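 active = activation above the mean of all tested compounds plus 3 SD, cut at about 5.5% in these data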;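 note: 100% = response to 3 µM Δ7-dafachronic acid high control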
DAX1 inh-1 = DAX1 (NR0B1) inhibition, primary screen. HEK293T StAR-luciferase reporter, SF-1/DAX-1 repression relief. inhibition, % at 6.8 µM. 370,000 compounds, 1.1% hits. AID 652010;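 active = inhibition above the mean over all tested compounds plus 3 SD, cut at about 3.6% in these data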;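 note: 0% = DAX-1 cells with DMSO and 100% = cells lacking DAX-1 with DMSO; higher inhibition means more luminescence from relief of DAX-1 repression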
DAX1 inh-2 = NR0B1 (DAX1) inhibition | P51843 | HEK293 Gal4-DAX1 luciferase reporter, luminescence | 340,000 compounds, 0.99% hits | AID 504766 | inhibition, % at 6.75 µM;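 active = inhibition above the mean over all tested compounds plus 3 SD, cut at about 4.2% in these data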;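 note: 0% = DAX1-transfected cells with DMSO and 100% = empty-vector control cells with DMSO; inhibition shows as a rise in luminescence from relieved DAX1 repression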
hgDAF-12 ag = hgDAF-12 agonism, primary luciferase screen; 370,000 compounds, 1.8% hits; HEK293 GAL4-hgDAF12 UAS-luciferase reporter, agonist luminescence; normalized to butyrate control; activation, % at 6.8 µM;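 active = activation above a cutoff set at the mean of all screened compounds plus 3 SD, cut at about 10% in these data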;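 note: 0% = DMSO wells and 100% = sodium butyrate wells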
NPR1 activator = GC-A (human) enzyme activation; HEK293 GC-A cells, cGMP TR-FRET, EC30 ANP; 0% at EC30 ANP, 100% saturating ANP; P16066; 370,000 compounds, 0.14% hits; activation, % at 10 µM; AID 1671463; in the data active = activation above about 40%
Target sequence (P16066 whole entry, looked up): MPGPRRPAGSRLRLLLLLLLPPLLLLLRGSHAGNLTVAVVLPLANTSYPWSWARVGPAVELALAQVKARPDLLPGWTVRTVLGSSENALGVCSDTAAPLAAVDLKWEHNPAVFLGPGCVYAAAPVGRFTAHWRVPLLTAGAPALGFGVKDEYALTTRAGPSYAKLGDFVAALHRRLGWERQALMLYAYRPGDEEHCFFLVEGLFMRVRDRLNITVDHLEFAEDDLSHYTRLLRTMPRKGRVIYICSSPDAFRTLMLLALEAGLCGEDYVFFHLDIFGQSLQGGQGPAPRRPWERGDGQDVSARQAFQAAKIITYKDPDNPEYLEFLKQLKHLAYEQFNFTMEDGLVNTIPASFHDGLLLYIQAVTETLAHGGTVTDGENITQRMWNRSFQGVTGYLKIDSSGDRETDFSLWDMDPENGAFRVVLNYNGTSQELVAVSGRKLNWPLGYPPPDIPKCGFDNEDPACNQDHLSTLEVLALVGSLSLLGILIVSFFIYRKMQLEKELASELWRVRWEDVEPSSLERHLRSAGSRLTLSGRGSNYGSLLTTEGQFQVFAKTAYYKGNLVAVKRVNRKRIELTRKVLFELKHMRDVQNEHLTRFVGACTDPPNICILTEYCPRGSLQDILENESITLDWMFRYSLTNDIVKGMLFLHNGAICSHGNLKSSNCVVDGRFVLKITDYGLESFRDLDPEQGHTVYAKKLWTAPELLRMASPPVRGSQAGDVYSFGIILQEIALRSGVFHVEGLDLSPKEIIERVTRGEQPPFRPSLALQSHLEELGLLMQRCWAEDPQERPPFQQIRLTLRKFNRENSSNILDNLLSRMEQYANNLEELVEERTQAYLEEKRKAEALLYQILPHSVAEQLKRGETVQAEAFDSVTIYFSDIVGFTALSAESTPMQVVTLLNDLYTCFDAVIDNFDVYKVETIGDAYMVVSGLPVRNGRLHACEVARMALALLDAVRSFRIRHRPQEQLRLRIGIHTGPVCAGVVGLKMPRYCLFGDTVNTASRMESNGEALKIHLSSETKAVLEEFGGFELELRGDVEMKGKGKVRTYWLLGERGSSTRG
ssDAF-12 act = activates DAF-12 receptor from parasite S. stercoralis. HEK293 ssDAF-12/GRIP1 lit1-tk-luc reporter, luminescence; % of 3 µM dafachronic acid response. activation, % at 6.8 µM. 370,000 compounds, 1% hits;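 active = activation above the mean over all tested compounds plus 3 SD, cut at about 0.9% in these data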;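 note: 0% = DMSO-only wells and 100% = 3 µM delta7-dafachronic acid wells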
ADAM10 inh = ADAM10 inhibition, QFRET primary screen | O14672 | recombinant ADAM10, EDANS/DABCYL FRET peptide cleavage, 3 h | inhibition, % at 7 µM | 370,000 compounds, 0.62% hits | AID 720582;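 active = inhibition above a per-campaign cutoff equal to the mean of compounds falling between control-based bounds plus 3 SD, cut at about 20% in these data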;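 note: 0% = DMSO wells while the 100% control is not disclosed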
GAA850 FXN act = activators of GAA850 frataxin (FXN) promoter. HEK293 lucGAA850 FXN promoter luciferase reporter, 24 h; percent of 10 µM SAHA response. activation, % at 6 µM. 360,000 compounds, 0.56% hits. AID 540364;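 active = activation above the average of all compounds screened plus 3 SD, cutoff fixed separately per campaign, cut at about 7.5% in these data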;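 note: 0% = DMSO wells and 100% = 10 µM SAHA wells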
SMARCA2 act = SMARCA2 function activation, primary screen. MG213 cells, MMTV-luciferase reporter, dexamethasone, overnight. activation, % at 9.1 µM. 370,000 compounds, 1% hits. AID 652017; in the data active = activation above about 7.8%;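 note: 0% = vehicle wells and 100% = reference activator wells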
NPR2 activator = GC-B (human) receptor activation. HEK293-GC-B cells, CNP EC30, cGMP TR-FRET; 0% at EC30 CNP, 100% saturating CNP. activation, % at 10 µM. 370,000 compounds, 0.11% hits;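 active = activation at 10 µM reaching about 35% in either raw or pattern-adjusted values, limit read from the data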
HGIII-sPLA2 inh = Inhibits HGIII-sPLA2 liposome hydrolysis, primary screen; inhibition, % at 12.2 µM; 370,000 compounds, 0.56% hits; Q9NZ20; AID 743126; QFRET BODIPY PC-A2 liposome hydrolysis, fluorescence;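 active = inhibition above mean plus 3 SD of compounds lying within the high and low control bounds, cut at about 19% in these data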;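 note: 0% = median of test compound wells and 100% = no enzyme DMSO wells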
* marks the source's active call; other numbers are inactive results.

Results for CC(C(=O)Nc1cccc([N+](=O)[O-])c1)N1C(=O)NC2(CCCC2)C1=O (configuration not stated) ?
hcDAF12 agonist: -1.7; DAX1 inh-1: -0.3; DAX1 inh-2: -0.4; hgDAF-12 ag: -0.5; NPR1 activator: -2; ssDAF-12 act: -1.0; ADAM10 inh: -2; GAA850 FXN act: 0.3; SMARCA2 act: -3; NPR2 activator: -1; HGIII-sPLA2 inh: 3

How did O=C(Nn1c(-c2ccc(Br)cc2)nc2ccccc2c1=O)c1ccc([N+](=O)[O-])cc1 do in these assays?
hcDAF12 agonist: 1.4; DAX1 inh-1: -0.5; DAX1 inh-2: -1.4; hgDAF-12 ag: 1.7; NPR1 activator: 2; ssDAF-12 act: -0.4; ADAM10 inh: 10; GAA850 FXN act: 2.8; SMARCA2 act: 0; NPR2 activator: 6; HGIII-sPLA2 inh: -13

Results for CCN(CC(=O)Nc1ccc(Br)cc1)C(=O)Cc1cccc(F)c1 ?
hcDAF12 agonist: -1.7; DAX1 inh-1: -0.4; DAX1 inh-2: 0.4; hgDAF-12 ag: -1.1; NPR1 activator: -1; ssDAF-12 act: -1.4; ADAM10 inh: -3; GAA850 FXN act: 1.4; SMARCA2 act: -2; NPR2 activator: 0; HGIII-sPLA2 inh: -4

How did Cc1cc(C)c2sc(NC(=O)c3ccc([N+](=O)[O-])o3)nc2c1 do in these assays?
hcDAF12 agonist: -1.1; DAX1 inh-1: -2.5; DAX1 inh-2: -0.1; hgDAF-12 ag: 0.9; NPR1 activator: -4; ssDAF-12 act: -1.0; ADAM10 inh: -10; GAA850 FXN act: 0.1; SMARCA2 act: -2; NPR2 activator: -7; HGIII-sPLA2 inh: 9

How did CCCNC(=O)C1(C)CCCN(C(=O)c2ccc3sccc3c2)C1 (configuration not stated) do in these assays?
hcDAF12 agonist: 0.1; DAX1 inh-1: -0.8; hgDAF-12 ag: -0.7; NPR1 activator: 4; ssDAF-12 act: -2.0; ADAM10 inh: -1; GAA850 FXN act: 0.2; SMARCA2 act: 1; NPR2 activator: 9; HGIII-sPLA2 inh: -5

How did Cc1c(NC(=S)NC(=O)C2CCCCC2)c(=O)n(-c2ccccc2)n1C do in these assays?
hcDAF12 agonist: -2.3; DAX1 inh-1: 0.3; DAX1 inh-2: -1.1; hgDAF-12 ag: -1.4; NPR1 activator: -2; ssDAF-12 act: -1.2; ADAM10 inh: -3; GAA850 FXN act: 0.8; SMARCA2 act: -3; NPR2 activator: 6; HGIII-sPLA2 inh: 17

Results for Cc1cc(NC(=O)C2(c3ccccc3)CCCC2)no1 ?
hcDAF12 agonist: -0.2; DAX1 inh-1: -0.7; DAX1 inh-2: -0.3; hgDAF-12 ag: 0.1; NPR1 activator: -2; ssDAF-12 act: -0.6; ADAM10 inh: 6; GAA850 FXN act: 0.4; SMARCA2 act: -2; NPR2 activator: -5; HGIII-sPLA2 inh: -3

Results for CC(C)CN(C(=O)c1ccco1)c1nc2ccccc2s1 ?
hcDAF12 agonist: 0.7; DAX1 inh-1: 1.1; DAX1 inh-2: 0.7; hgDAF-12 ag: 8.6; NPR1 activator: -2; ssDAF-12 act: -1.3; ADAM10 inh: -3; GAA850 FXN act: 2.8; SMARCA2 act: 3; NPR2 activator: -1; HGIII-sPLA2 inh: -1

How did COc1ccccc1NS(=O)(=O)c1cccc(C(=O)N/N=C/c2ccc(N3CCOCC3)cc2)c1 do in these assays?
hcDAF12 agonist: -2.4; DAX1 inh-1: 0.0; DAX1 inh-2: -0.1; hgDAF-12 ag: 0.2; NPR1 activator: 1; ssDAF-12 act: -1.2; ADAM10 inh: -1; GAA850 FXN act: 0.1; SMARCA2 act: -2; NPR2 activator: 0; HGIII-sPLA2 inh: -19

What do the screens show for `O=C(Oc1ccccc1)c1ccccc1OS(=O)(=O)c1ccccc1`?
hcDAF12 agonist: -0.1; DAX1 inh-1: -0.6; DAX1 inh-2: 0.3; hgDAF-12 ag: 0.2; NPR1 activator: -4; ssDAF-12 act: -1.6; ADAM10 inh: 0; GAA850 FXN act: 3.5; SMARCA2 act: 0; NPR2 activator: -2; HGIII-sPLA2 inh: -11

Results for COC(=O)[C@H]1C[C@@]2(N3CCCCC3)c3ccccc3N[C@H]2N1S(=O)(=O)c1ccc([N+](=O)[O-])cc1 ?
hcDAF12 agonist: -2.0; DAX1 inh-1: -0.7; hgDAF-12 ag: 4.2; NPR1 activator: -7; ssDAF-12 act: -0.6; ADAM10 inh: 7; SMARCA2 act: -3; NPR2 activator: -6; HGIII-sPLA2 inh: -4

Results for COC(=O)c1ccc(Cl)c(NC(=O)CN2CCN(Cc3ccccc3)CC2)c1 ?
hcDAF12 agonist: -0.9; DAX1 inh-1: -0.8; DAX1 inh-2: 0.3; hgDAF-12 ag: -1.9; NPR1 activator: 8; ssDAF-12 act: -1.0; ADAM10 inh: 4; GAA850 FXN act: 0.5; SMARCA2 act: -1; NPR2 activator: 2; HGIII-sPLA2 inh: 0

Results for CC(=O)C(Cc1ccccc1)NC(=O)COC(=O)c1cccc(C)c1[N+](=O)[O-] (configuration not stated) ?
hcDAF12 agonist: -1.0; DAX1 inh-1: 0.8; DAX1 inh-2: 0.6; hgDAF-12 ag: 2.8; NPR1 activator: 1; ssDAF-12 act: -1.6; ADAM10 inh: -14; GAA850 FXN act: 0.2; SMARCA2 act: -3; NPR2 activator: 0; HGIII-sPLA2 inh: 9

Results for COc1ccc2oc(C(=O)OCC(=O)N3CCN(c4ccccc4)CC3)c(C)c2c1 ?
hcDAF12 agonist: -0.1; DAX1 inh-1: 0.6; DAX1 inh-2: 0.4; hgDAF-12 ag: 3.3; NPR1 activator: -2; ssDAF-12 act: -1.0; ADAM10 inh: -44; GAA850 FXN act: 2.8; SMARCA2 act: -2; NPR2 activator: -2; HGIII-sPLA2 inh: 4

What do the screens show for `COc1ccc(CN(C)C(=S)Nc2ccc(Cl)cc2)cc1`?
hcDAF12 agonist: -0.1; DAX1 inh-1: -0.3; DAX1 inh-2: 2.8; hgDAF-12 ag: -1.4; NPR1 activator: 3; ssDAF-12 act: -1.1; ADAM10 inh: 2; GAA850 FXN act: -1.1; SMARCA2 act: -1; NPR2 activator: 1; HGIII-sPLA2 inh: 0

What do the screens show for `O=C(COc1ccc([N+](=O)[O-])cc1)Nc1nnc(-c2cccnc2)s1`?
hcDAF12 agonist: 1.4; DAX1 inh-1: -0.3; DAX1 inh-2: 0.9; hgDAF-12 ag: 1.8; NPR1 activator: -8; ssDAF-12 act: 0.5; ADAM10 inh: 15; GAA850 FXN act: 0.2; SMARCA2 act: -5; NPR2 activator: -3; HGIII-sPLA2 inh: 3

Results for CCOC(=O)c1cnc(SCC(=O)Nc2cc(C(F)(F)F)ccc2N2CCOCC2)nc1N ?
hcDAF12 agonist: -1.4; DAX1 inh-1: -0.5; DAX1 inh-2: 0.1; hgDAF-12 ag: -1.6; NPR1 activator: -2; ssDAF-12 act: -1.1; ADAM10 inh: -1; GAA850 FXN act: 0.8; SMARCA2 act: 1; NPR2 activator: -6; HGIII-sPLA2 inh: 1

What do the screens show for `CCC(C)C(NC(=O)OC(C)(C)C)C(=O)NC(C(=O)N1CCCC1C(N)=O)C(C)CC` (configuration not stated)?
hcDAF12 agonist: -2.0; DAX1 inh-1: 0.1; DAX1 inh-2: -0.1; hgDAF-12 ag: -1.9; NPR1 activator: 0; ssDAF-12 act: -1.3; ADAM10 inh: 4; GAA850 FXN act: 0.1; SMARCA2 act: 0; NPR2 activator: 2; HGIII-sPLA2 inh: 5

Results for CC(Sc1nc2ccccc2c(=O)n1CC1CCCO1)C(=O)N(C)Cc1ccccc1 (configuration not stated) ?
hcDAF12 agonist: -1.6; DAX1 inh-1: -0.4; DAX1 inh-2: -0.1; hgDAF-12 ag: -0.3; NPR1 activator: -2; ssDAF-12 act: -1.3; ADAM10 inh: 3; GAA850 FXN act: -0.9; SMARCA2 act: 3; NPR2 activator: 5; HGIII-sPLA2 inh: 2

What do the screens show for `CCOC(=O)c1c(C)nc2c(c1-c1ccccc1)C(=O)CC(C)(C)C2`?
hcDAF12 agonist: -2.1; DAX1 inh-1: -0.6; DAX1 inh-2: -1.2; hgDAF-12 ag: -1.3; NPR1 activator: 1; ssDAF-12 act: -1.0; ADAM10 inh: -13; GAA850 FXN act: -1.2; SMARCA2 act: 1; NPR2 activator: -3; HGIII-sPLA2 inh: 7

Results for O=C(CSC(=S)N1CCCC1)N/N=C/c1c(O)[nH]c(=S)[nH]c1=O ?
hcDAF12 agonist: -0.2; DAX1 inh-1: 1.9; DAX1 inh-2: 0.0; hgDAF-12 ag: -2.1; NPR1 activator: -2; ssDAF-12 act: -0.9; ADAM10 inh: -5; GAA850 FXN act: -0.9; SMARCA2 act: -2; NPR2 activator: -1; HGIII-sPLA2 inh: 0

Results for NC(=O)c1c(NC(=O)c2ccccc2C(=O)O)sc2c1CCCC2 ?
hcDAF12 agonist: -2.1; DAX1 inh-1: -0.2; DAX1 inh-2: -2.8; hgDAF-12 ag: 0.1; NPR1 activator: -1; ssDAF-12 act: -1.3; ADAM10 inh: -11; GAA850 FXN act: 2.0; SMARCA2 act: -1; NPR2 activator: 7; HGIII-sPLA2 inh: 0

How did COc1ccccc1CNC(=O)CCN1C(=O)COc2ccccc21 do in these assays?
hcDAF12 agonist: -1.5; DAX1 inh-1: -0.3; DAX1 inh-2: -0.1; hgDAF-12 ag: -1.3; NPR1 activator: -2; ssDAF-12 act: -1.6; ADAM10 inh: 4; GAA850 FXN act: 1.5; SMARCA2 act: -2; NPR2 activator: -4; HGIII-sPLA2 inh: 8

How did O=C(CCC1CCN(C(=O)C2CC=CCC2)CC1)Nc1ccccc1 (configuration not stated) do in these assays?
hcDAF12 agonist: 0.8; DAX1 inh-1: -1.1; DAX1 inh-2: -1.3; hgDAF-12 ag: -2.3; NPR1 activator: -1; ssDAF-12 act: -1.3; ADAM10 inh: 4; GAA850 FXN act: 0.2; SMARCA2 act: -5; NPR2 activator: -2; HGIII-sPLA2 inh: -4

What do the screens show for `CN1CCN(C(=O)c2ccc3c(=O)n(Cc4ccc(Cl)cc4)c(=S)[nH]c3c2)CC1`?
hcDAF12 agonist: -1.1; DAX1 inh-1: -0.6; DAX1 inh-2: -1.9; hgDAF-12 ag: 0.8; NPR1 activator: 4; ssDAF-12 act: -1.4; ADAM10 inh: 6; GAA850 FXN act: -2.1; SMARCA2 act: 2; NPR2 activator: 1; HGIII-sPLA2 inh: -7

How did Cc1nn(C)cc1C(=O)/C=C/c1ccc([N+](=O)[O-])cc1 do in these assays?
hcDAF12 agonist: -1.8; DAX1 inh-1: 0.4; DAX1 inh-2: -0.3; hgDAF-12 ag: -3.5; NPR1 activator: -1; ssDAF-12 act: -1.4; ADAM10 inh: -1; GAA850 FXN act: 2.9; SMARCA2 act: -1; NPR2 activator: 1; HGIII-sPLA2 inh: 1
